HTRA1 inhibitor: blocks human HTRA1 serine peptidase | Q92743 | recombinant HTRA1, FP-rhodamine activity-based probe, fluorescence polarization | inhibition, % at 5.96 µM | 340,000 compounds, 0.5% hits | AID 504803; in the data active = inhibition above about 36%;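 also: 0% = enzyme with DMSO and 100% = wells lacking enzyme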
Target sequence (Q92743 whole entry, looked up): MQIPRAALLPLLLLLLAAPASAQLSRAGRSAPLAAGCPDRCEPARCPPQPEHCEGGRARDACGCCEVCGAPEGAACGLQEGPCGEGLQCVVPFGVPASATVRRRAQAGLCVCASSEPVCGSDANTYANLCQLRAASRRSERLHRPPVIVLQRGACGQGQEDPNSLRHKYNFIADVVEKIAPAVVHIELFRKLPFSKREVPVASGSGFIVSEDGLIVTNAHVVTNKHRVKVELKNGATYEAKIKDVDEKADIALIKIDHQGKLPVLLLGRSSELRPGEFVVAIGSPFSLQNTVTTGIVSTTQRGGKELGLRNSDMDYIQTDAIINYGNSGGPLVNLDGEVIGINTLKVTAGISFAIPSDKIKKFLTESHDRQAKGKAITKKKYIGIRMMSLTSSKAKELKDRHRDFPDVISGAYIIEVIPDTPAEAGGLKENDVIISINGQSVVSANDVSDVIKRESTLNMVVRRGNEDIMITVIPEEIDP
rCAG RNA binder: r(CAG) repeat RNA binding. TO-PRO-1 dye displacement fluorescence. inhibition, % at 3 µM. 370,000 compounds, 1.3% hits. AID 651821;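 active = inhibition above the plate cutoff, the mean of all test compounds on that plate plus 3 SD, cut at about 35% in these data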;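 also: 0% = DMSO alone and 100% = 100 µM mitoxantrone as full dye displacement; higher means more dye released from RNA so lower well fluorescence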
TDP2 absorb: TDP2 (human) inhibition, absorbance primary screen; O95551; inhibition, % at 12.8 µM; recombinant TDP2, T5PNP hydrolysis, p-nitrophenol absorbance 415 nm; AID 720702; 370,000 compounds, 0.34% hits;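 active = inhibition above the mean of all tested compounds plus 3 SD, set per campaign, cut at about 25% in these data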;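 also: 0% = DMSO with enzyme and 100% = buffer with substrate but no TDP2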
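Evaluation: % inhibition relative to enzyme-containing and enzyme-free wells. Material: recombinant human TDP2. Benchmarks: enzyme-free and DMSO wells. Timing: enzyme reaction with compound for 2 h at 37 °C. Compound dosing: 12.8 µM only. Measured by: p-Nitrophenol epi absorbance. Reagent: T5PNP substrate at 5 mM, a TopII-DNA adduct mimic. Replication: single well per compound.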
PRMT1 FP inh: PRMT1 (human) inhibition, primary screen | recombinant PRMT1, activity-based probe fluorescence polarization | inhibition, % at 2.79 µM | 370,000 compounds, 1.3% hits;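 active = inhibition above about 21% made by adding two undisclosed values, limit read from the data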
Rev-erbA mod: modulators of human Rev-erb alpha DNA binding. P20393. 370,000 compounds, 0.79% hits. Rev-erbα–FITC-DNA binding, fluorescence polarization, 90 min. activity, % at 10 µM. AID 1259318;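 active = activity above about 14%, limit read from the data; passing the limit was not always enough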;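 also: 0% = DMSO wells with 35 nM protein and 100% = DMSO wells with 750 nM protein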
SIAE inh: inhibitors of human sialic acid acetylesterase SIAE; AID 1053197; 370,000 compounds, 0.69% hits; SIAE FP-Rh probe binding, fluorescence polarization; inhibition, % at 9.66 µM;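 active = inhibition above a cutoff: mean of compounds within the control limits plus 3 SD of those, cut at about 17% in these data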;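 also: 0% = plate median of compound wells and 100% = probe without SIAE protein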
PG9 Ab binder: binds the HIV-1 gp120 antibody PG9. inhibition, % at 6.7 µM. 360,000 compounds, 0.43% hits. TR-FRET gp120-PG9 antibody binding. AID 624416; in the data active = inhibition above about 8.5%
ABHD4 inh: ABHD4 (mouse) inhibition, primary FP screen; Q8VD66; purified mABHD4, FP-Rh probe fluorescence polarization; inhibition, % at 8.92 µM; 370,000 compounds, 0.54% hits; AID 720543;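 active = inhibition exceeding the mean over every tested compound plus 3 SD, cut at about 30% in these data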;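 also: 0% = plate median of compound wells and 100% = S159A mutant with DMSO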
Target sequence (Q8VD66 whole entry, looked up): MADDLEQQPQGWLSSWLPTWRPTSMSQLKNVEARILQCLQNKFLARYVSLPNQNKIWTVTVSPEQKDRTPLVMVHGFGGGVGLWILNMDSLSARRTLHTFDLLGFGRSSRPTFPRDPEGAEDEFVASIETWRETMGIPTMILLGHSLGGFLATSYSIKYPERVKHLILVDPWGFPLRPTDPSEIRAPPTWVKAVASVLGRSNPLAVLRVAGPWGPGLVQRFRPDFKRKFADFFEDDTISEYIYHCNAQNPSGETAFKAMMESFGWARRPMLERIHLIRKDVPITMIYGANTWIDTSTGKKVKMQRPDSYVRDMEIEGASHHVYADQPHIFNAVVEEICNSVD
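Test system: mouse ABHD4 enzyme, wild type. Reagent: FP-Rh fluorescent activity-based probe, added after compound pre-incubation. Timing: pre-incubation 45 min, probe exposure 60 min, at 25 °C. Technique: FP readout, ex 525 nm / em 598 nm. Benchmarks: high control S159A mutant with DMSO, low control median of compound wells.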
TCR CD3 inh: human TCR-CD3 binding inhibition | TAMRA-labeled TCR probe fluorescence, biochemical | inhibition, % at 9.4 µM | 360,000 compounds, 0.37% hits | AID 651800; in the data active = inhibition above about 19%;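 also: recombinant mutant TCR 2C K166C tagged with TAMRA read by polarization; 0% = receptor in buffer alone and 100% = receptor with positive control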
LEDGF integ inh: blocks HIV-1 LEDGF/p75-dependent DNA integration; TR-FRET IN-LEDGF/p75 DNA integration, Eu/Cy5; inhibition, % at 3.7 µM; 370,000 compounds, 0.64% hits;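 active = inhibition above the screen-wide mean plus 3 SD, cut at about 13% in these data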;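 also: signal is the Cy5 over europium emission ratio at 671 and 618 nm; 0% = plate median of compound wells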
* hit, by the source's call; . = no result given; & = joins results of further samples.

Under each structure – SIAE inh	HTRA1 inhibitor	LEDGF integ inh	ABHD4 inh	rCAG RNA binder	PG9 Ab binder	TDP2 absorb	Rev-erbA mod	TCR CD3 inh	PRMT1 FP inh
- O=C1CC(c2ccccc2)c2cc(O)ccc2O1 (configuration not stated)
 : 2	-2	-3	8	1	0.5	7	.	5	16
- COc1cccc(NC(=O)CCN2CCN(C)CC2)c1
 : -3	3	0	0	3	-0.7	0	-3	-2	1
- NCCCC[C@@H](C(=O)NCCCCCCCCCCC(=O)N1CCNCC1)n1cc(CCO)nn1
 : -4	-1	0	-7	0	-2.5	-7	-6	4	-2
- NC(c1ccccc1)c1csc(Nc2cc(Oc3ccccc3)ncn2)n1 (configuration not stated)
 : -3	.	9	25	11	1.5	-10	-6	-1	-2
- Cc1ccccc1CSCC1Nc2ccc(C(=O)NCCc3ccccc3)cc2NC1=O (configuration not stated)
 : -25	-33	2	-46	21	-3.1	-3	-1	-9	49*
- O=C(CCC(=O)c1cccs1)OCC(=O)N1CCN(S(=O)(=O)c2ccccc2)CC1
 : -4	4	-1	-4	1	2.0	-14	-2	-6	5
- O=C(NCCCn1ccnc1)C(=O)NCc1ccccc1
 : 1	3	-4	-4	-1	-3.1	2	-3	8	-2
- COc1ccc(OCC(=O)NNC(=O)c2ccc(-c3ccccc3)cc2)cc1
 : 5	-4	0	6	3	1.6	10	-5	1	-3
- Cc1ccc(Cl)c(OCC(=O)OC(C)C(=O)NC2CC2)c1 (configuration not stated)
 : 1	-1	-1	2	-1	0.3	-1	-6	2	-2
- Cc1cc(C)nc(NC(=O)C(c2ccccc2)c2ccccc2)c1
 : -2	-23	-4	-3	3	1.0	-6	-4	3	2
- Cc1cc(N2CCCCC2)nc2ccccc12
 : -3&-3	1	-2&2	5&-2	-2	0.6	-4&-5	-6&0	-14	2&-6
- CCOC(=O)c1sc(=S)sc1SCc1cccc(C(F)(F)F)c1
 : -6	-2	1	-6	2	1.7	-9	5	3	11
- O=C(Nc1ccccc1)N1CCCN(c2ccc(C(F)(F)F)cc2[N+](=O)[O-])CC1
 : -2	-11	-1	-6	-2	-1.3	9	-1	8	-1
- Cc1oc(CC(C)C)cc1C(=O)Nc1ccc(C(=O)O)cc1
 : -5	1	16*	-16	5	1.2	-9	2	3	-3
- CNC(=S)N/N=C/c1c(Cl)cccc1Cl
 : 0	-1	2	4	2	-2.3	9	-2	2	2
- NC(=O)c1ccc(Oc2ccc(-c3nnco3)cc2)c([N+](=O)[O-])c1
 : -4	1	3	0	4	-0.6	-5	-2	7	-6
- CCCCNC(=O)C1(O)c2cc(Br)ccc2NC(=O)N1c1cccc(OC)c1 (configuration not stated)
 : 5	2	0	-1	3	-3.2	9	7	-2	1
- Cc1ncc([N+](=O)[O-])n1S(=O)(=O)c1ccc2c(c1)OCCO2
 : 2	9	-2	-6	1	0.8	0	-7	5	1
- CC1(C)CN=C(NC2CCCCC2)S1
 : -3	1	5	3	1	-2.3	-6	4	-2	3
- CCOc1ncccc1C(=O)N(C)CC(=O)Nc1ccc(C)cc1
 : -8	1	1	-1	2	0.8	-4	3	8	-4
- COc1cccc(CNc2nc3ccccc3n2CCN2CCCCC2)c1
 : 1	-3	4	-2	0	-0.9	-2	4	-9	0
- CCOC(=O)CCSc1n[nH]c(=S)s1
 : 4	3	4	1	-2	-2.7	0	-3	-5	3
- CS(=O)(=O)N1CCc2cc(S(=O)(=O)Nc3ccc4c(c3)OCCO4)ccc21
 : -4	9	-2	3	1	-0.1	0	-4	-3	1
- COc1cccc(CNC(=O)c2ccc(OCC(=O)N3CCOCC3)c(OC)c2)c1
 : 1	-13	1	3	-8	-0.4	5	-5	5	-3
- Cc1cccc(/C=C(\c2nc3ccccc3[nH]2)S(=O)(=O)c2ccccc2)c1
 : -5	-5	-1	2	-2	-1.4	4	-1	-3	6
- Cc1ccc(C(=O)NCC(=O)NCCCc2ccccc2)cc1
 : 2	0	4	1	-4	-0.9	-12	-2	5	-6
- Cc1nc(C)c(-c2csc(Nc3ccc(O)cc3C)n2)s1
 : 6	6	5	2	-3	-3.5	-5	7	14	2
- Cn1c(OCc2cccnc2)nc2c1c(=O)n(Cc1ccc(Cl)cc1)c(=O)n2C
 : -2	-3	4	-1	-4	-2.9	-6	-1	1	-3
- COc1cccc(CN2CCNC(=O)C2CC(=O)NCCn2ccc3ccccc32)c1OC (configuration not stated)
 : 6	0	1	1	4	-0.7	8	-2	1	-2
- O=C(NC1CCCCC1)C(c1ccccc1)n1c(=O)c(-c2ccco2)nc2ccccc21 (configuration not stated)
 : -5	.	1	5	30	0.6	0	2	-10	28*
- C=CCOC(=O)Nc1c(C(=O)OC)[nH]c2ccc(Cl)cc12
 : -3	-17	-1	3	4	-2.7	11	3	2	0
- COc1ccc2oc(C(F)(F)C(F)F)cc(=O)c2c1
 : 8	2	2	-3	-1	-2.3	-6	4	3	-2
- CCCc1cc(=O)oc2cc(C)cc(OCC(=O)Nc3cccnc3)c12
 : -9	-1	-1	-22	1	-0.6	1	0	6	4
- CCC(=O)Nc1ccc(S(=O)(=O)N2CCc3ccccc32)cc1
 : -7	-7	5	-18	10	2.2	-3	-2	5	1
- O=S(=O)(CCNCc1ccccc1)NC1CCCCC1
 : -1	1	-2	-2	0	-2.3	5	2	3	-1
- c1ccc2[nH]c(CCCCCc3nc4ccccc4[nH]3)nc2c1
 : -1	.	-3	2	-2	1.0	2	2	-6	0
- O=C(COc1ccccc1Cl)Nc1cccnc1
 : 5	6	3	3	-2	-0.2	9	-7	7	1
- CC(=O)c1cn(CCCCCCCn2cc(C(C)=O)c(=O)[nH]c2=O)c(=O)[nH]c1=O
 : -6	7	-5	1	-4	-1.7	-8	-1	2	-3
- O=C(COC(=O)/C=C/c1ccc([N+](=O)[O-])cc1)NCc1ccco1
 : 0	-4	6	5	1	0.7	-8	-2	-1	-9
- Cc1ccnc(NS(=O)(=O)c2ccc(NC(=O)COc3ccccc3)cc2)n1
 : -3	1	4	2	1	-5.2	3	3	1	-4
- O=C(NCC1CCCO1)C(c1ccc(F)cc1)N(Cc1ccc(F)cc1)C(=O)Cn1nnc(-c2cccs2)n1 (configuration not stated)
 : 1	-12	-2	-4	1	-1.3	4	-7	-1	-1
- CC1CCN(C(=O)c2ccc(S(=O)(=O)Cc3ccccc3F)c([N+](=O)[O-])c2)CC1
 : 13	8	1	1	-1	-3.2	-16	-2	11	4
- O=C(O)CCC(=O)Nc1ccc(Br)cc1C(=O)c1ccccc1
 : -1	5	2	1	2	-0.6	-7	-3	-3	-2
- Cc1ccc(N2CCN(C3C(=O)Nc4ccccc4-n4nnnc43)CC2)cc1 (configuration not stated)
 : 8	.	0	-1	6	-1.4	-13	0	0	1
- CC(C)c1nc(N2CCN(C(=O)c3ccccc3)CC2)c(C#N)c2c1COC(C)(C)C2
 : -8	-16	-1	-8	-3	2.1	-10	-4	5	2
- CCCCc1ccc2nc(NC(=O)c3ccc(Br)o3)sc2c1
 : -10	.	0	-4	.	.	-9	4	.	3
- COc1ccc(CCNC(=O)c2cc([N+](=O)[O-])cc([N+](=O)[O-])c2)cc1OC
 : 5	-4	5	-5	-3	-0.5	-21	0	-7	-1
- COC(=O)c1ccc(N=NNc2cccc(Br)c2)cc1
 : -4	-9	-1	-1	2	-3.3	6	-3	4	-1
- O=C(CN1C(=O)NC(Cc2ccccc2)C1=O)NC(=O)NC1CCCCC1 (configuration not stated)
 : -4	10	1	2	-3	0.9	-11	0	-9	-3
- CC(C)n1nc(C(=O)OCC(=O)N(C)C2CCS(=O)(=O)C2)c2ccccc2c1=O (configuration not stated)
 : 5	-7	4	-10	2	0.7	-19	-1	-11	-3
- O=C(C1CCCN1S(=O)(=O)c1ccccc1)N1CCc2ccccc2C1 (configuration not stated)
 : 2	.	2	1	1	.	-6	-1	.	-7
- CCOc1ccc(C(=O)C(C)OC(=O)c2cnc(C)cn2)cc1 (configuration not stated)
 : -12	-4	-2	3	-4	0.0	-1	-4	7	0
- CCOC(=O)C1=C(C)N(C[C@@H]2CC[C@@H](Cc3ccc(-c4ccccc4)cc3)O2)C(=O)NC1c1cccc([N+](=O)[O-])c1 (some centres not stated)
 : -9	-27	-3	4	7	0.4	0	3	-2	7
- COCCCNC(=S)N1CCN(c2nc(-c3cccc(OC)c3)cs2)CC1
 : 3	-11	-3	-10	-5	-2.8	-6	1	-2	-5
- COc1cccc(-n2c(SCC(=O)OC(C)C)nnc2-c2cccnc2)c1
 : -1	-3	3	4	-7	-1.0	5	-3	8	-2
- CCOc1ccc(CCNC(=O)COC(=O)c2ccc(C)s2)cc1OCC
 : 7	1	-5	0	-6	0.0	-7	2	12	-1
- O=C(N/N=C/c1ccc(-c2ccc(Cl)c(C(=O)O)c2)o1)c1cc2c(ccc3ccccc32)o1
 : -57	-8	-3	6	52*	-1.1	8	-7	13	1
- COc1ccccc1CNC(=O)c1ccc2c(=O)n(CCCN3CCCC3=O)c(=S)[nH]c2c1
 : -3	-1	3	-7	-2	-0.7	12	0	7	-2
- CCOC(=O)CSCc1c(C#N)c2ccccc2n1C
 : 3	-6	-5	-55	-4	-1.1	12	5	3	-1
- CC(C)(C)OC(=O)NCCCC[C@H](NC(=O)c1[nH]cnc1C(=O)Nc1ccc(CNC(=O)OC(C)(C)C)cc1)C(=O)OC(C)(C)C
 : -100	.	3	-71	13	-1.8	-5	4	-2	6

Continued:
Under each structure – SIAE inh	HTRA1 inhibitor	LEDGF integ inh	ABHD4 inh	rCAG RNA binder	PG9 Ab binder	TDP2 absorb	Rev-erbA mod	TCR CD3 inh	PRMT1 FP inh
- O=C1CSC(c2ccccc2F)N1 (configuration not stated)
 : 8	5	2	-1	3	0.6	9	-1	7	0
- O=C(COC(=O)C1=COCCO1)Nc1ncc(Cl)cc1Cl
 : -2	2	-1	8	8	-1.4	7	-3	-6	2
- Cc1nn(C)c(C)c1NS(=O)(=O)c1ccccc1
 : 16	0	0	3	0	0.4	14	-4	3	-2
- CCn1cc(S(=O)(=O)Nc2cc(F)ccc2C)cn1
 : -4	0	0	5	-1	-1.1	3	-4	9	-1
- CCO[C@H]1OC(C(=O)N2CCN(Cc3ccc4c(c3)OCO4)CC2)=C[C@@H](c2ccc(Br)cc2)[C@@H]1CCCO
 : 10	-35	0	1	-2	0.6	-17	-4	-4	-3
- O=C1NC[C@@H](CCCCN2C[C@H](Cc3ccc(O)cc3)N(CCc3ccccc3)C(=O)C2=O)N(CCC2CCCCC2)C1=O
 : 8	.	1	-1	4	1.5	-3	3	4	-3
- COc1ccc(CCN2C(=O)CC(Cc3ccc(C)cc3)C2=O)cc1OC (configuration not stated)
 : -6	-4	-4	-1	-6	2.0	-3	7	-3	3
- COC(=O)[C@H](C(C)C)N1Cc2nnn(Cc3ccccc3)c2-c2cc(F)ccc2S1(=O)=O
 : -1	.	0	1	-1	.	1	2	.	0

Only part of the results is shown; the hit share may differ from the screen's.
